IEC-6 tox = kills IEC-6 intestinal cells in KLF5 counter-screen. IEC-6 cytotoxicity, luminescence viability. inhibition, % at 5 µM. hit rate 0.78% among 290,000; in the data active = inhibition above about 22%;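 also: 0% = plate median of test compound wells and 100% = cytotoxic reference compound wells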
KLF5 inhibitor = inhibitors of KLF5 expression | DLD-1 KLF5 promoter-luciferase reporter, luminescence | inhibition, % at 5 µM | hit rate 0.23% among 290,000;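 active = inhibition above a per-plate limit of that plate's mean compound inhibition plus 3 SD, cut at about 60% in these data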;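 also: 0% = DMSO wells and 100% = LY294002 at 200 µM; higher means less KLF5 promoter-driven luciferase light; inactives centre near -14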
GSK3A inh = inhibitors of human GSK-3 alpha kinase; P49840; ADP-Glo luminescence, 60 min; hit rate 0.1% among 320,000; inhibition, % at 10 µM; AID 2650;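 in the data active = inhibition above about 50%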;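 also: GST-tagged GSK-3 alpha with peptide substrate and 25 µM ATP; 0% = DMSO neutral wells and 100% = GW8510 positive control wells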
Target sequence (P49840 whole entry, looked up): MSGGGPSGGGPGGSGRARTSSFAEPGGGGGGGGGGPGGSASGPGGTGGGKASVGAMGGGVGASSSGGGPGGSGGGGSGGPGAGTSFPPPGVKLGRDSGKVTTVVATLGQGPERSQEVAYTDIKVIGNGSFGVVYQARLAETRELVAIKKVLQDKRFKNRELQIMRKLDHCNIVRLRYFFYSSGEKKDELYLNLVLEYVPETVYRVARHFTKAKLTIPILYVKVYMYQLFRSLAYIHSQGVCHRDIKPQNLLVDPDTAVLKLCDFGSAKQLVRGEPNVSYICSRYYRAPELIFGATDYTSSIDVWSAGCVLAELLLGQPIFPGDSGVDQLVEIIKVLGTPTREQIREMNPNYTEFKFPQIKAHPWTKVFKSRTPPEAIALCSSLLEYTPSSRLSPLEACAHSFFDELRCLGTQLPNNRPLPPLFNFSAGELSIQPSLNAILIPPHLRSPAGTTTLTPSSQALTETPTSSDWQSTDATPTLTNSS
HIF act = HIF pathway transcriptional activation; activation, % at 7.5 µM (by protocol); U2OS HRE-luciferase reporter, luminescence; normalized: DMSO 0%, desferrioxamine 100%; AID 1910; hit rate 0.32% among 300,000;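 active = mean activation of at least 10% of the iron chelator positive control signal, with at least half of replicates also reaching 10%; inconclusive = mean and replicate majority disagree about reaching 10%; inactive = mean and most replicates under 10%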
GSK3B inh = human GSK3beta kinase inhibition. activity score (negative = inhibition), % at 10 µM. P49841. hit rate 0.038% among 300,000. AID 2097. GST-GSK3beta kinase, ADP-Glo luminescence, 60 min; active compounds read low;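 active = more than half of replicate wells score below -50%, meaning over 50% inhibition versus plate controls; inconclusive = some replicates but at most half score below -50%; inactive = no replicate scores below -50%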;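 also: 0% = median DMSO wells and -100% = median GW8510 positive control wells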
Target sequence (P49841 whole entry, looked up): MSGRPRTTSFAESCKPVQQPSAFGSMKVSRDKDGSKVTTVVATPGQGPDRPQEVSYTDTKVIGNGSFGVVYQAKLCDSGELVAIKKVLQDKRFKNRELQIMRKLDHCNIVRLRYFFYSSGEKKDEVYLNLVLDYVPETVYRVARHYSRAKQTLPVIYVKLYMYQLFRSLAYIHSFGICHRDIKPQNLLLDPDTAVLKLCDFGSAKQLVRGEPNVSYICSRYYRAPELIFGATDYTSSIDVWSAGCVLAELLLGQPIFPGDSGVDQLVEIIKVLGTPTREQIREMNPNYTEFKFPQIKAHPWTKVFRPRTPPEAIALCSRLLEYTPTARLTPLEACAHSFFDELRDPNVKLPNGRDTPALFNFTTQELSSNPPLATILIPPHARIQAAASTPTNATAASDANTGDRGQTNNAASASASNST
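Assay system: GST-fused GSK3beta enzyme, cell-free / Medium: Tris pH 7.5 buffer with MgCl2, DTT, BSA, heparin / Also added: peptide substrate plus 25 µM ATP (final) / Compound: 10 µM single point / Timing: kinase reaction with compound 60 min at room temperature / Detection: ADP-Glo luminescence / Benchmarks: DMSO neutral wells and GW8510 at 20 µM as positive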
HSP90 refold inh = inhibitors of HSP90 luciferase refolding in rabbit reticulocyte lysate; luciferase refolding luminescence, 3 h; inhibition, % at 5.6 µM; hit rate 0.91% among 290,000; AID 1789;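 active = inhibition above the screen-wide mean plus 3 SD, computed separately per campaign, cut at about 16% in these data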;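 also: 0% = DMSO wells and 100% = 60 µM geldanamycin wells; inhibitors lower the luminescence because luciferase stays unfolded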
HSF1 activator = increases HSF-1 driven luciferase reporter signal | NIH3T3-HGL HSF-1 luciferase reporter, MG132, 8 h; 100% = twice DMSO control signal | activation, % at 9 µM | hit rate 1.7% among 300,000;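 active = mean replicate activation of at least 50% with a set share of replicates each reaching 50%; inconclusive = only one of those two conditions met; inactive = mean below 50% and too few replicates reaching it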;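 also: 0% = median of the neutral control wells and 100% = twice that signal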
aSyn UTR inh = MLPCN primary screen, SNCA 5' untranslated region; alpha-synuclein 5'UTR reporter, inhibitor activity; inhibition, % (tested at 7.5 µM); hit rate 0.82% among 300,000; AID 1813; in the data active = inhibition above about 60%; inconclusive = no clear call, values can overlap the other calls;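 also: H4 neuroglioblastoma cells stably carrying SNCA 5'UTR luciferase fusion; 0% = DMSO wells and 100% = positive control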
AI-2 QS mod = modulators of Vibrio harveyi AI-2 quorum sensing system. Vibrio harveyi JMH597 AI-2 luminescence/OD600 ratio, 9 h; active compounds read low; strain lacks LuxN and CqsS sensors; 0 = neutral-control median. hit rate 0.4% among 300,000. activity change, % at 7.5 µM. AID 2094; in the data active = activity change below about -75%, passing the limit was not always enough; inconclusive = no clear call, values can overlap the other calls;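 also: luminescence divided by OD600 gain over 9 h not by final OD600 alone; inactives centre near 13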
HSF1 inhib = HSF1 inhibition; NIH3T3-HGL HSE-luciferase, MG132-induced, luminescence 8 h; active compounds read low; activity change, negative = inhibition, % at 7.5 µM (by protocol); hit rate 0.77% among 300,000; AID 2098;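 active = more than half of replicate wells show activity change below -50%, luminescence cut by over half; inconclusive = some wells, but at most half, below -50%; inactive = no replicate well below -50%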;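 also: luciferase reports HSF-1 transcriptional activity via heat shock element; 0% = median of DMSO wells and -100% = zero luminescence signal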
* hit, by the source's call; u = inconclusive; x = not tested or not shown.

SMILES | IEC-6 tox | KLF5 inhibitor | GSK3A inh | HIF act | GSK3B inh | HSP90 refold inh | HSF1 activator | aSyn UTR inh | AI-2 QS mod | HSF1 inhib
CCn1cc(C(=O)NCc2ccco2)c(=O)c2cc(S(=O)(=O)N3CCCC3)ccc21 | 3 | -14 | -1 | -0.4 | -7 | 1 | -6 | 8 | 10 | 2
CC(OC(=O)Cn1cnc2c1c(=O)n(C)c(=O)n2C)C(=O)c1ccccc1 (stereo unspecified) | x | x | -1 | 0.1 | -1 | x | 0 | 13 | 17 | -1
Cc1cc2cc3c(cc2nc1SCC(=O)Nc1nc(C)c(C)s1)OCO3 | -4 | 6 | -1 | -3.9 | 2 | 0 | 7 | 31 | 16 | -2
Cc1ccc(C(=O)NNC(=O)CSc2nnc(-c3ccncc3)n2C)cc1 | 2 | -9 | 0 | -0.3 | 0 | -2 | 1 | 1 | 22 | 2
COC(=O)C1=C(O)/C(=C\c2ccc(CNS(=O)(=O)c3ccc(Cl)cc3)o2)N=C1C | -6 | -12 | 0 | -0.6 | 4 | 0 | -9 | 15 | 18 | -4
C=CCn1c(SCc2cccc(C#N)c2)nnc1-c1ccccc1O | 0 | -39 | -4 | -0.7 | 1 | 3 | -5 | 27 | -7 | 0
CCNC(=O)Cn1cc(C#N)c2ccccc21 | 0 | -42 | -1 | 0.4 | 1 | -1 | -12 | 15 | 19 | -1
O=[N+]([O-])c1ccc(-c2nc(C(Cl)Cl)c3ccccc3n2)cc1 | 19 | -12 | -2 | 0.8 | -1 | -2 | 115* | 129* | 28 | 65
O=C(Cc1cccs1)N1CCN(S(=O)(=O)c2ccccc2)CC1 | -6 | -60 | 1 | -0.2 | -1 | -1 | 5 | -14 | 10 | -9
COc1cc(NC(=O)C2CC(c3c(F)cccc3Cl)=NO2)c(OC)cc1Cl (stereo unspecified) | 0 | -19 | -1 | -0.2 | 2 | 1 | 18 | 2 | 25 | 2
O=C(c1cc2ccccc2o1)N1CCN(S(=O)(=O)c2cccs2)CC1 | -1 | -13 | -2 | -0.3 | -1 | -2 | 5 | -21 | 1 | -2
CCOC(=O)c1c(NC(=O)C2=COCCO2)sc2c1CCN(C(=O)OC)C2 | x | x | -1 | -0.2 | 2 | x | -5 | 5 | 10 | 0
Cc1cc(C)nc(NC(=O)CSc2nccc(C)n2)n1 | -2 | -30 | 2 | 0.0 | -1 | -3 | 1 | 3 | 31 | -1
O=C(CSc1ccc2nnc(CCNC(=O)c3ccccc3)n2n1)NCCc1ccccc1 | 4 | -11 | 1 | -0.1 | -2 | -1 | 1 | -10 | 7 | -3
Cc1cc(OC(C)C(=O)N(Cc2ccco2)C2CCS(=O)(=O)C2)cc(C)c1Cl (stereo unspecified) | 1 | 6 | -2 | -0.4 | -2 | -1 | -1 | -4 | 29 | 0
CCc1cc2cc(OC)ccc2nc1SCC(=O)NNC(=O)c1ccco1 | 2 | -8 | 1 | 0.2 | 0 | 0 | 8 | 19 | 20 | -2
CC(=O)[C@@]1(O)C(C)CC2C3C=C(C)C4=Cc5c(cnn5-c5ccccc5)C[C@]4(C)C3C(O)C[C@@]21C (stereo partly specified) | 27* | -33 | -2 | -1.0 | -1 | 1 | -57 | 81* | 28 | u
COC(=O)c1ccc(CNC(=O)C2CCC(=O)N(Cc3cccc(F)c3)C2)cc1 (stereo unspecified) | -4 | -16 | 0 | 0.2 | -6 | -2 | 9 | 4 | 14 | 4
CCN(Cc1ccccc1)C(=O)c1oc2ccc(S(=O)(=O)N3CCOCC3)cc2c1C | 11 | -1 | -5 | 0.2 | -4 | -4 | 24 | 3 | 55 | 3
COC(=O)c1ccc(CNC(=O)COC(=O)C2CC3C=CC2C3)cc1 (stereo unspecified) | -5 | -16 | -3 | 0.0 | 1 | -10 | 21 | -10 | 21 | 5
CN(C)c1cccc(C(=O)NNC(=S)NC2CC3CCC2C3)c1 (stereo unspecified) | 1 | -36 | 0 | 2.7 | 2 | -7 | 23 | -56 | 16 | 5
CC(=O)c1ccc(NC(=O)N2C3CCC2CC(O)(c2cccnc2)C3)cc1 (stereo unspecified) | -3 | -23 | -2 | 0.7 | 6 | -1 | -3 | -6 | 35 | 0
CN1CCN(C(=S)SCC(=O)Nc2nc(-c3ccccc3)c(-c3ccccc3)o2)CC1 | 2 | -20 | x | -0.1 | 2 | 4 | 14 | 7 | 36 | -5
CCCC(=O)n1nc(-c2cccnc2)nc1NCc1ccccc1 | 1 | -26 | x | -0.2 | -1 | 2 | 32 | 6 | 6 | 8
Cc1ccccc1Cn1ccc(NC(=O)c2nn3cccnc3c2Cl)n1 | -4 | -3 | 3 | 1.6 | 3 | 1 | 3 | -39 | 28 | 2

Remaining list, next part.
SMILES | IEC-6 tox | KLF5 inhibitor | GSK3A inh | HIF act | GSK3B inh | HSP90 refold inh | HSF1 activator | aSyn UTR inh | AI-2 QS mod | HSF1 inhib
O=C(O)/C=C/C(=O)Nc1ccc(OCc2ccccc2)cc1 | -2 | -51 | 0 | 0.6 | 3 | 1 | -2 | -10 | 3 | -5
NC1=NC(c2cn[nH]c2-c2ccc(F)cc2)n2c(nc3ccccc32)N1 (stereo unspecified) | 0 | -34 | -6 | -0.3 | -3 | 2 | 2 | 9 | 31 | -1
COCCn1c(-c2cccc(Br)c2)nc2c(c(=O)c3ccccc3n2C)c1=O | -4 | 0 | -1 | 0.4 | 0 | 0 | -1 | 42 | 32 | -5
C#CCOc1ccc(/C=N/NC(=O)c2cccnc2)cc1OCC | -1 | 7 | -8 | -0.1 | 1 | 3 | -1 | 9 | 6 | -2
CSc1nc(-c2ccccc2)nc(SC)c1C(C)=O | 2 | 1 | 0 | 0.5 | 3 | 1 | 12 | 23 | 15 | 0
O=C(COc1ccc(S(=O)(=O)N2CCOCC2)cc1Cl)N1CCCC1 | -2 | 0 | -2 | -0.1 | -2 | -3 | -14 | 12 | 11 | -16
O=[N+]([O-])c1ccc(-c2nnc(-c3ccccc3)c(N3CCOCC3)n2)cc1 | 2 | -8 | -1 | -0.2 | -2 | 0 | -6 | -29 | 7 | -9
CC(C)(C)c1ccc(NC(=O)COC(=O)C2=COCCO2)cc1 | 4 | 0 | -1 | 0.6 | -1 | -3 | -24 | -90 | 10 | -10
CCN(CC)S(=O)(=O)c1ccc2oc(SCC(=O)NCc3ccccc3)nc2c1 | 7 | -19 | -1 | -0.2 | 1 | 4 | -1 | 14 | 10 | 1
Nc1cccc(Oc2ccc3c(c2)C(=O)NC3=O)c1 | 4 | -30 | 7 | 0.1 | -5 | 1 | 25 | -13 | 14 | 3
CCCCCCSc1cc(-c2nc3cc(C)ccn3c2NC2CCCCC2)ccc1OC | x | x | -2 | -3.6 | -3 | x | 1 | 8 | 17 | 4
COCCCN=CC1=C(O)CC(c2ccccc2)CC1=O (stereo unspecified) | -4 | -26 | -2 | -28 | 1 | 1 | 4 | 1 | 6 | 1
CCCn1c(CCNC(=O)c2ccco2)nc2ccccc21 | 6 | 3 | -2 | 0.5 | 0 | 1 | -25 | 11 | 21 | -11
CCOC(=O)C1=C(c2ccccc2)NC(SCC(N)=O)=C(C#N)C1c1cccnc1 (stereo unspecified) | 3 | -8 | x | -0.8 | -2 | 0 | 30 | 4 | 6 | 21
O=C(CCCn1c(=O)c2ccccc2n(CC(=O)N2CCN(c3ccccc3)CC2)c1=O)NCc1ccco1 | 1 | -37 | 1 | -1.8 | 1 | 5 | -10 | 20 | 12 | -1
O=C(CNCC1CCCO1)N1CCN(S(=O)(=O)c2ccc3ccccc3c2)CC1 (stereo unspecified) | -7 | -14 | -2 | -1.1 | 2 | -3 | -4 | 13 | -1 | -2
Cn1c(=O)[nH]c(=O)c2c1nc(Br)n2Cc1ccccc1Cl | 6 | -22 | -4 | -0.3 | -26 | 2 | -13 | -24 | 18 | -6
Cn1c(CNc2ccc(Cl)cc2)nnc1SCCN1CCCCC1 | 0 | -44 | -2 | -0.7 | 3 | -2 | 12 | -11 | 11 | -5
CC(=O)NN1C(=O)c2ccc(Oc3ccc4c(c3)C(=O)N(NC(C)=O)C4=O)cc2C1=O | -8 | -18 | -4 | 0.1 | 3 | -1 | 9 | -20 | 7 | 1
Cc1cccc(C)c1NC(=O)CSc1nnc(Cc2ccccc2)o1 | 5 | -26 | 1 | 0.6 | 3 | -2 | -3 | -2 | 6 | 1
CCOC(=O)c1ccccc1Nc1cn(C(C)=O)c2ccccc12 | 1 | 3 | 9 | 0.0 | 2 | 6 | 17 | 26 | 19 | -1
C[C@@H]1C=C(C(=O)NCc2nc3ccccc3[nH]2)O[C@H](OCCCCO)C1 | x | x | -1 | -0.8 | 2 | x | 2 | -26 | 18 | 0
CC1CCN(C(=O)C2CCC(=O)N(Cc3ccc(Cl)cc3)C2)CC1 (stereo unspecified) | -5 | -20 | 2 | 0.5 | 1 | -11 | -5 | -13 | 5 | 5
O=[N+]([O-])c1cccc(-c2ccc(SCc3ccccn3)nn2)c1 | 1 | -56 | -1 | 4.3 | -2 | -5 | 34 | -97 | -3 | 24
O=C(/C=C/c1ccc(Cl)cc1)N1CCN(c2ccccn2)CC1 | 2 | -17 | -1 | 0.0 | 2 | 2 | -3 | -7 | 20 | 6
COC(=O)CC(c1ccccc1F)N1Cc2ccccc2C1=O (stereo unspecified) | -1 | -22 | -1 | -0.3 | 0 | 5 | 3 | -12 | 1 | -5
CCOC(=O)C1CCN(Cc2cnc(Oc3ccc(OC)cc3)s2)CC1 | 3 | -10 | -1 | -0.3 | 3 | -3 | -5 | -21 | -14 | -7
O=C1N(c2ccccc2)C2CS(=O)(=O)CC2N1c1ccc(Br)cc1 (stereo unspecified) | -1 | -8 | -2 | -0.2 | 2 | 2 | -6 | 6 | 25 | 0
COc1ccc([N+](=O)[O-])cc1NC(=O)Cc1ccc(C)cc1 | 8 | -13 | -4 | 1.7 | 6 | 0 | 7 | 36 | 26 | -1
Cc1ccc2nc(SCC(=O)Nc3ccc(F)cc3F)nc(=O)n2c1 | x | x | -1 | 0.2 | 0 | x | -5 | -15 | 46 | -1

Four structures out of the list, sorted by number of heavy atoms, rising.
SMILES | IEC-6 tox | KLF5 inhibitor | GSK3A inh | HIF act | GSK3B inh | HSP90 refold inh | HSF1 activator | aSyn UTR inh | AI-2 QS mod | HSF1 inhib
Nc1cccc(Oc2ccc3c(c2)C(=O)NC3=O)c1 | 4 | -30 | 7 | 0.1 | -5 | 1 | 25 | -13 | 14 | 3
O=C1N(c2ccccc2)C2CS(=O)(=O)CC2N1c1ccc(Br)cc1 (stereo unspecified) | -1 | -8 | -2 | -0.2 | 2 | 2 | -6 | 6 | 25 | 0
Cc1ccc2nc(SCC(=O)Nc3ccc(F)cc3F)nc(=O)n2c1 | x | x | -1 | 0.2 | 0 | x | -5 | -15 | 46 | -1
C[C@@H]1C=C(C(=O)NCc2nc3ccccc3[nH]2)O[C@H](OCCCCO)C1 | x | x | -1 | -0.8 | 2 | x | 2 | -26 | 18 | 0
